NFkB transloc pot – enhances IL-1B driven NFkB nuclear translocation; HUVEC IL-1B NFkB p65 nuclear translocation imaging; 0.3% of 94,000 active; activation, % at 2 µM;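 active = activation above 40%, about the mean plus 3 SD, also judged a hit on visual image review; inconclusive = activation above 40% but not a hit on visual review; inactive = activation not above 40% and no visual hit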;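 note: percent activation is computed from the nuclear over cytoplasmic p65 intensity ratio; values of inactives mirror those of a sister screen read the other way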
PLAP inhibitors HTS – PLAP enzyme inhibitors, biochemical, luminescence, HTS (AID 690); purified PLAP, luminescent substrate; higher % means a stronger effect; 0.08% of 96,000 active; inhibition, % at 20 µM; hits with a dose series show IC50 in µM; in the data active = a potency from the dose series; inactive = the rest, 99 in 100 with inhibition below about 30%; note: strong numbers were not always called active
MRP reversal – MRP-mediated drug resistance reversal; H69AR cells + 2 uM doxorubicin, CellTiter-Glo, 72 h; differential viability (reversal), % at 10 µM; 0.04% of 85,000 active; AID 602;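 active = viability drop by adding the cancer drug above about 55%, with treated viability meeting a 40% cutoff, limit read from the data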;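 note: viability without doxorubicin minus viability with 2 µM doxorubicin for each compound; larger differential means the compound sensitizes cells more to doxorubicin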
Bcl-B displacement – displacers of TR3 peptide from Bcl-B, primary screen, selectivity assay for Bfl-1 inhibitor project, biochemical, fluorescence polarization. 0.11% of 96,000 active. FP displacement of FITC-TR3 peptide from Bcl-B; higher % means a stronger effect. displacement, % at 20 µM, or IC50 in µM where a hit was titrated. AID 748;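 active = displacement above 50% at 20 µM plus a fluorescence interference ratio under 1.5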;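 note: plate controls were wells without compound for no effect and wells lacking Bcl-B protein for full effect; a part of the inactive calls stands beside numbers as strong as those of hits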
IL1B NFkB inh – blocks IL-1B driven NFkB nuclear translocation in HUVEC cells; inhibition, % at 2 µM; HUVEC IL-1B NFkB p65 nuclear translocation imaging; AID 796; 0.43% of 94,000 active;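 active = inhibition above about 30% together with a positive call from visual inspection of the well image, limit read from the data; inconclusive = inhibition above a set limit but visual check negative; inactive = inhibition not above a set limit, visual check negative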;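 note: nuclear over cytoplasmic p65 intensity ratio measured by imaging; 0% = IL-1B stimulated DMSO wells and 100% = unstimulated DMSO wells; values of inactives mirror those of a sister screen read the other way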
MRP reversal cytotoxicity – also measured in MRP reversal; calls as there; viability, %; H69AR cells, CellTiter-Glo, 72 h; measured here: cytotoxicity without doxorubicin
MRP reversal with doxorubicin – second read-out of MRP reversal, no call of its own (marks repeat the call); viability, %; measured here: viability with 2 uM doxorubicin; active compounds read low
IL1B NFkB inh cell count 2 µM – second read-out of IL1B NFkB inh, no call of its own (marks repeat the call); cell count; measured here: cells passing quality filter;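 raw number of nuclei counted in each imaged well without normalization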
NFkB transloc pot cell count 2 µM – also measured in NFkB transloc pot; calls as there; cell count; measured here: cells passing quality filter
Active calls of the source: *; ? = inconclusive; · = no result given. A portion of the library, so the mix of outcomes need not match the whole.

SMILES	NFkB transloc pot	NFkB transloc pot cell count 2 µM	PLAP inhibitors HTS	MRP reversal	MRP reversal cytotoxicity	MRP reversal with doxorubicin	Bcl-B displacement	IL1B NFkB inh	IL1B NFkB inh cell count 2 µM
COc1cccc(-n2c(Cc3cc(=O)[nH]c(=O)[nH]3)nnc2SCC(=O)N2CCCC2)c1	5	74	-21%	-11	83	94	1%	-5	74
COCCNC(=O)CN(CCc1ccccc1)S(=O)(=O)c1ccc(OC)cc1	5	131	-30%	21	100	80	0%	-5	131
O=C(O)CC(c1ccc(Cl)cc1)n1cccc1 (stereo not drawn)	-8	144	-15%	13	97	84	-2%	8	144
O=C(COC(=O)C1CC(=O)N(Cc2ccco2)C1)c1ccc(OC(=O)c2ccccc2)cc1 (stereo not drawn)	-5	79	·	-22	67	90	·	4	79
O=C(CCN1C(=O)c2ccccc2C1=O)N(CCO)Cc1ccccc1	14	92	-18%	-7	91	98	4%	-14	92
COc1ccc(C(=O)Nc2ccc(OCc3ccccc3)cc2)cc1[N+](=O)[O-]	·	·	-8%	·	·	·	-2%	·	·
O=C(CCN1C(=O)COc2ccccc21)NCCCN1CCN(c2ccc(F)cc2)CC1	1	134	-39%	3	81	78	0%	-1	134
COC(=O)C(CC(C(=O)OC)C(=O)OC)C(=O)OC	-3	147	0%	22	101	78	-12%	3	147
CN(c1ccccc1C(=O)Nc1ccc(S(=O)(=O)N2CCCCC2)cc1)S(C)(=O)=O	-99	7	-7%	-9	87	96	-4%	99*	7*
O=C(NCC(c1cccnc1)N1CCN(c2ccccc2)CC1)C1CCCCC1 (stereo not drawn)	1	97	-11%	0	78	78	-5%	-1	97
CC(=O)C(C)Oc1ccc2c3c(c(=O)oc2c1)CCCCC3 (stereo not drawn)	3	146	12%	-11	64	75	-9%	-3	146
Cc1cc(C)nc(NC2=NCCN2C(=O)Nc2ccc(Cl)c(Cl)c2)n1	6	141	·	-13	22	35	·	-6	141
CCCn1c(=N)n(CC(=O)OCC)c2ccccc21	11	192	-10%	·	·	·	-10%	-11	192
COC(=O)c1sccc1NC(=O)C1CC=CCC1C(=O)O (stereo not drawn)	-3	106	-15%	-2	88	89	-6%	3	106
O=C(Cn1c(=O)oc2cc(S(=O)(=O)N3CCCC3)ccc21)Nc1cccc(C(F)(F)F)c1	11	113	-27%	-12	38	50	-3%	-11	113
O=S(=O)(c1cccc(C(F)(F)F)c1)N(CCCN1CCOCC1)Cc1cccs1	8	206	-44%	2	75	73	3%	-8	206
O=C(Oc1cccc(-c2cnc3ccccc3n2)c1)c1ccco1	6	148	-14%	-5	70	75	-5%	-6	148
O=C(COC(=O)Cc1cccs1)Nc1ccccc1F	4	135	-26%	·	·	·	0%	-4	135
Cc1ccc2c(c1)c1c3n2CC(=C2C(=O)OC(C)(C)OC2=O)NC3CCC1 (stereo not drawn)	8	122	-39%	-15	86	101	27%	-8	122
CCN(CC)CCCN1C(=O)c2oc3ccccc3c(=O)c2C1c1cccs1 (stereo not drawn)	0	169	-61%	4	76	72	-4%	0	169

An excerpt from above in order of their number in NFkB transloc pot cell count 2 µM, descending.
mol	NFkB transloc pot	NFkB transloc pot cell count 2 µM	PLAP inhibitors HTS	Bcl-B displacement
O=S(=O)(c1cccc(C(F)(F)F)c1)N(CCCN1CCOCC1)Cc1cccs1	8	206	-44%	3%
O=C(Oc1cccc(-c2cnc3ccccc3n2)c1)c1ccco1	6	148	-14%	-5%
CC(=O)C(C)Oc1ccc2c3c(c(=O)oc2c1)CCCCC3 (stereo not drawn)	3	146	12%	-9%
Cc1cc(C)nc(NC2=NCCN2C(=O)Nc2ccc(Cl)c(Cl)c2)n1	6	141	·	·
O=C(Cn1c(=O)oc2cc(S(=O)(=O)N3CCCC3)ccc21)Nc1cccc(C(F)(F)F)c1	11	113	-27%	-3%
COC(=O)c1sccc1NC(=O)C1CC=CCC1C(=O)O (stereo not drawn)	-3	106	-15%	-6%
O=C(CCN1C(=O)c2ccccc2C1=O)N(CCO)Cc1ccccc1	14	92	-18%	4%

Carrying on:
SMILES	NFkB transloc pot	NFkB transloc pot cell count 2 µM	PLAP inhibitors HTS	MRP reversal	MRP reversal cytotoxicity	MRP reversal with doxorubicin	Bcl-B displacement	IL1B NFkB inh	IL1B NFkB inh cell count 2 µM
Cc1nc(/C=C/c2ccccc2)cc(/C=C/c2ccccc2)n1	3	142	15%	11	55	44	-2%	-3	142
O=S(=O)(NCc1cn2ccsc2n1)c1cccs1	2	191	-22%	1	93	92	-8%	-2	191
COc1ccc2c(c1)CCc1sc(NC(=O)c3ccco3)nc1-2	-29	180	-34%	-8	77	86	4%	29	180
CCOc1ccc(N2CSC3=C(C#N)C(c4ccco4)CC(=O)N3C2)cc1 (stereo not drawn)	11	179	-44%	-11	75	86	1%	-11	179
O=C(CN1CCCCCC1)OCCN=C1NS(=O)(=O)c2ccccc21	10	119	-16%	0	97	97	-13%	-10	119
COCc1[nH]nc2c1C(c1ccccc1F)C(C#N)=C(N)O2 (stereo not drawn)	·	·	8%	2	89	87	-3%	·	·
Cc1sc2c(c1C)CN(C(C)(C)C)CN2C(=O)c1ccccc1	9	185	22%	-5	90	95	-22%	-9	185
CCOC(=O)c1cnc(-c2ccccc2)nc1N	-2	134	-2%	8	84	75	-10%	2	134
CN1CCc2c(sc3c2c(NCc2ccco2)nc2nnnn23)C1	·	·	-52%	0	58	58	39µM*	·	·
Cc1cc(C)nc(NS(=O)(=O)c2ccc(N3C(=O)C4CC=C(Cl)CC4C3=O)cc2)n1 (stereo not drawn)	0	180	-20%	8	95	86	-4%	0	180
N[C@@H](Cc1ccccc1)c1nnc2sc(SCc3ccccc3)nn12	8	160	8%	15	78	63	-2%	-8	160
CCC(CC)C1C(C#N)=C(N)SC(N)=C1C#N	2	140	·	-2	95	97	·	-2	140
CC(NC(=O)C1CCCC1)c1ccc2c(c1)OCCO2 (stereo not drawn)	0	172	20%	10	99	89	-5%	0	172
Cc1nc(NC(=O)c2ccccc2)sc1-c1csc(Nc2ccc(Cl)cc2Cl)n1	2	141	-15%	·	·	·	-3%	-2	141
CCc1ccc2c(c1)C1(NN=C(c3cccc4ccccc34)S1)C(=O)N2 (stereo not drawn)	-4	101	·	-26	19	45	·	4	101
CCn1c(=O)cc(SCC(=O)N2CCOCC2)c2ccccc21	19	153	-27%	21	94	73	-7%	-19	153
COc1cc2c(cc1OC)CN(S(C)(=O)=O)CC2	18	170	0%	0	96	96	4%	-18	170
CCN1CCN(C(=O)c2ccccc2N(C)S(=O)(=O)c2ccc(C)cc2)CC1	39	123	-74%	2	88	86	1%	-39	123
CCC(C)Sc1nnc(-c2c[nH]c3ccccc23)n1CCOC (stereo not drawn)	19	83	-8%	-5	78	83	-8%	-19	83
COc1ccc(CCNC(=O)CN2CCN(c3ccccc3Cl)CC2)cc1	26	177	-37%	·	·	·	3%	-26	177
Cc1cc(C)c(S(=O)(=O)c2ccccc2C)c(Oc2ccccc2)n1	-3	128	-25%	·	·	·	4%	3	128
CC1CCC(C(C)C)C(OC(=O)CSc2nccc(=O)[nH]2)C1 (stereo not drawn)	6	176	-20%	17	95	78	-8%	-6	176
N#C/C(=C(/O)CN1CCN(c2ccccc2F)CC1)c1nc(-c2ccc(Cl)cc2)cs1	-3	125	-21%	·	·	·	-9%	4	125
Cc1sc2nc(C(C)C)nc(SCC(=O)N3CCN(C(=O)c4ccco4)CC3)c2c1C	-10	140	-41%	0	57	57	-24%	10	140
CC(C)N1CC(O)=C(c2nc3ccccc3[nH]2)C1=N	18	106	-150%	2	88	86	5%	-18	106
CC1CCN(C(=O)c2ccc(S(=O)(=O)N(C)C)cc2)C(C)C1 (stereo not drawn)	5	181	25%	10	95	86	-4%	-5	181
CCOc1ccc(C(=O)N/N=C/c2cccc3cccnc23)cc1	-7	118	-63%	·	·	·	12%	7	118
O=C(Nc1ccc(F)cc1)c1ccc(-n2ccnc2)nc1	3	153	2%	·	·	·	-7%	-3	153
O=C(CC1NCCNC1=O)Nc1ccc2c(c1)OCO2 (stereo not drawn)	-6	100	3%	9	96	88	-3%	6	100
O=CN1CCN(C2CC(=O)N(c3ccc(Br)cc3)C2=O)CC1 (stereo not drawn)	·	·	-6%	16	99	82	6%	·	·
CCOc1ccc(C(C)=O)cc1N1C(=O)C2C3C=CC(C3)C2C1=O (stereo not drawn)	20	47	0%	7	90	83	6%	-20	47
Cc1ccc(S(=O)(=O)NCCC(=O)O)cc1	9	65	15%	0	90	90	3%	-9	65
CCOC(=O)Cc1csc(NC(=O)COc2ccc3ccccc3c2)n1	6	158	-14%	18	95	77	-2%	-6	158
Cc1ccccc1C(=O)N1CCCN(C(=O)c2ccccc2C)CC1	2	108	-10%	7	94	88	-6%	-2	108
O=C(O)Cc1ccc2[nH]c3ccc(CC(=O)O)cc3c2c1	5	126	8%	-10	101	111	2%	-5	126
Cc1ccc(COc2ccsc2-c2n[nH]c(=S)n2C)cc1	9	127	-19%	·	·	·	1%	-9	127
Nn1cnnc1SCC(=O)Nc1ccc(C2CCCCC2)cc1	·	·	22%	20	107	87	-1%	·	·
COc1cc2c(cc1OC)C(c1ccc3c(c1)OCO3)CC(=O)N2 (stereo not drawn)	-3	61	16%	-19	96	115	-5%	3	61
Cc1ccc(Cc2nc(-c3ccccn3)no2)cc1	-2	165	6%	-1	96	97	-11%	2	165
CC(C(=O)Nc1ccc(S(=O)(=O)N2CCOCC2)cc1)N(c1ccccc1)S(C)(=O)=O (stereo not drawn)	·	·	-43%	2	94	92	-2%	·	·

Reformatted as a markdown table: part of the list above
| Molecule | NFkB transloc pot | NFkB transloc pot cell count 2 µM | PLAP inhibitors HTS | MRP reversal | MRP reversal cytotoxicity | MRP reversal with doxorubicin | Bcl-B displacement | IL1B NFkB inh | IL1B NFkB inh cell count 2 µM |
| --- | --- | --- | --- | --- | --- | --- | --- | --- | --- |
| CCOc1ccc(C(C)=O)cc1N1C(=O)C2C3C=CC(C3)C2C1=O (stereo not drawn) | 20 | 47 | 0% | 7 | 90 | 83 | 6% | -20 | 47 |
| CCOC(=O)Cc1csc(NC(=O)COc2ccc3ccccc3c2)n1 | 6 | 158 | -14% | 18 | 95 | 77 | -2% | -6 | 158 |
| Cc1ccc(S(=O)(=O)NCCC(=O)O)cc1 | 9 | 65 | 15% | 0 | 90 | 90 | 3% | -9 | 65 |
| CC1CCN(C(=O)c2ccc(S(=O)(=O)N(C)C)cc2)C(C)C1 (stereo not drawn) | 5 | 181 | 25% | 10 | 95 | 86 | -4% | -5 | 181 |

(list continues)
SMILES	NFkB transloc pot	NFkB transloc pot cell count 2 µM	PLAP inhibitors HTS	MRP reversal	MRP reversal cytotoxicity	MRP reversal with doxorubicin	Bcl-B displacement	IL1B NFkB inh	IL1B NFkB inh cell count 2 µM
COc1ccc(C(=O)OC2CCN(C)CC2)cc1	-8	133	·	2	74	73	·	8	133
O=C(c1ccccc1Cl)N(C(=O)c1ccccc1Cl)c1nccc(-c2cccs2)n1	-4	119	2%	·	·	·	0%	4	119
COC(=O)c1cc(NC(=O)c2ccoc2C)cc(C(=O)OC)c1	-7	184	17%	5	87	82	-14%	7	184
CCOc1cc(C(=S)N2CCN(C)CC2)ccc1OCC(=O)N1CCOCC1	23	153	-5%	6	95	89	-2%	-23	153
Nc1nonc1C(=Nc1ccccc1)NO	2	158	10%	6	110	104	4%	-2	158
CC(C)c1ccc(N(C(=O)C(F)(F)F)C(C(=O)NC2CCCCC2)c2ccncc2)cc1 (stereo not drawn)	?	·	7%	·	·	·	-13%	-55	132
COC(=O)c1cccc(NC(=O)Cn2cnc3ccccc3c2=O)c1	33	131	2%	-15	81	96	-5%	-34	131

Two compounds from above with just NFkB transloc pot and MRP reversal cytotoxicity:
Structure,NFkB transloc pot,MRP reversal cytotoxicity
Nc1nonc1C(=Nc1ccccc1)NO,2,110
CCOc1cc(C(=S)N2CCN(C)CC2)ccc1OCC(=O)N1CCOCC1,23,95
